# Bioassay records deposited in PubChem BioAssay by several laboratories.
# FAK blocker = blocks human focal adhesion kinase activity; biochemical FAK kinase activity assay; inhibition, %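 (tested at 7 µM)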; 97,000 compounds, 0.84% hits; AID 727; in the data active = inhibition above about 19%;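 also: 0% = DMSO and 100% = reference compound high control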
# ERa SRC1 inh = blocks coactivator binding to human estrogen receptor alpha. inhibition, % at 25.6 µM. TR-FRET ER-alpha LBD / SRC-1 peptide, estradiol-bound. P03372. 86,000 compounds, 1.7% hits; in the data active = inhibition above about 50%;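 also: 0% = receptor plus peptide control and 100% = peptide only without receptor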
# ERa SRC1 pot = enhances coactivator binding to human estrogen receptor alpha. P03372. TR-FRET ERalpha-LBD/SRC-Cy5 coactivator binding, 2 h; 100 = basal binding, no effect. coactivator binding (% of control), % at 25.6 µM. 86,000 compounds, 1.3% hits. AID 639; in the data active = activity above about 200%;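 also: binding measured in presence of low estradiol as agonist stimulus; 0% = peptide alone without receptor and 100% = receptor with peptide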
# CD11b adhes enh = increases human CD11b/CD18 adhesion to fibrinogen; activation, % at 10 µM; K562 CD11b/CD18 adhesion to fibrinogen, ATPlite luminescence; 93,000 compounds, 0.07% hits;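 active = 10 µM primary screen giving 50% or more activity, confirmed by 40% or more on retest at that dose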; also: strong numbers were not always called active; reference of the scale not given here
# Target sequence (P05107 whole entry, looked up, other chains not shown): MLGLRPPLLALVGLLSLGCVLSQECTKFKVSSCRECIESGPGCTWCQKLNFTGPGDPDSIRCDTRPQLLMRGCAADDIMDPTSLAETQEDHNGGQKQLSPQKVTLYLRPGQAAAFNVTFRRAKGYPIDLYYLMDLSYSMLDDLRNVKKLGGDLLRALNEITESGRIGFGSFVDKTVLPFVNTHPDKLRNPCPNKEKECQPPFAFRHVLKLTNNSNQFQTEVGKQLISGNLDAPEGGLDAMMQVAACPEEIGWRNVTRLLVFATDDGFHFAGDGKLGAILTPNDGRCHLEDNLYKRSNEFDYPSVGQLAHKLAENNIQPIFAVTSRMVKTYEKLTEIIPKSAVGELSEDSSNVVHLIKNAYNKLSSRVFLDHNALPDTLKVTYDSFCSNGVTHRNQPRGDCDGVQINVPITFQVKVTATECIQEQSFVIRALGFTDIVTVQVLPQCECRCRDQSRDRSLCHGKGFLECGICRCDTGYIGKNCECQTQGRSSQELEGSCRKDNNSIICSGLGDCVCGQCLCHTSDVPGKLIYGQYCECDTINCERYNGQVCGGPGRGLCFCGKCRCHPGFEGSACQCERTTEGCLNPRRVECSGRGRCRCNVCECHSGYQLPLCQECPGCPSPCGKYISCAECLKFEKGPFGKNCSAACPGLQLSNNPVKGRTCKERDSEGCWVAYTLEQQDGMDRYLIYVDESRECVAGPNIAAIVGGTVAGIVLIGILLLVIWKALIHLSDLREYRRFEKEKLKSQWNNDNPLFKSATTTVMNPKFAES
# PLAP act = activators of human placental alkaline phosphatase; purified PLAP enzyme, luminescent substrate read-out; active compounds read high; 96,000 compounds, 1.2% hits; activation fold at 20 µM; P05187; in the data active = activation fold above about 2
# ERb SRC1 inh = blocks coactivator binding to human estrogen receptor beta; Q92731; TR-FRET ER-beta LBD / SRC1-Cy5 peptide binding; receptor agonist-loaded with 1 µM estradiol; inhibition, % at 25.6 µM; 86,000 compounds, 1.3% hits; AID 633;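 active = compounds whose percent inhibition of the receptor-coactivator binding signal exceeds about 50% in the single-dose screen, limit read from the data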;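 also: 0% = receptor plus peptide wells without compound and 100% = peptide-only wells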
# Mac1 fbg inh = inhibitors of human CD11b/CD18 binding to fibrinogen | P05107+P11215 | K562 CD11b/CD18 adhesion to fibrinogen, ATPlite luminescence; Mn2+ added to activate the integrin | inhibition, % at 10 µM | 93,000 compounds, 0.54% hits | AID 1497;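 active = primary inhibition of 50% or more at 10 µM, then 40% or more on retest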; also: some results filed as inactive read as strong as hits
# E coli WT exp = blocks growth of wild type E. coli BW25113 | OD600 absorbance | growth inhibition, % at 100 µM | 98,000 compounds, 0.15% hits;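 active = growth inhibition above about 50% at one test dose, limit read from the data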;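 also: growth measured after 20 h incubation at 37 °C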
# MT1-MMP txn act = MT1-MMP promoter transcription activation; 86,000 compounds, 0.16% hits; HT1080 MT1-MMP promoter luciferase reporter, luminescence, overnight; active compounds read high; activation factor at 10 µM;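 active = activation factor of at least 2 for MT1-MMP transcription at 10 µM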
# * hit, by the source's call; / = not tested or not shown; [ ] = another dose, or the depositor's remark.
no.	Molecule	FAK blocker	ERa SRC1 inh	ERa SRC1 pot	CD11b adhes enh	PLAP act	ERb SRC1 inh	Mac1 fbg inh	E coli WT exp	MT1-MMP txn act
1	CC1CN(CC(O)COc2ccc(C(=O)c3ccccc3)cc2)CC(C)O1 (stereo unspecified)	0	0	90	-5	1.2	5	-18	6	1.1
2	O=C(Cn1c(=O)oc2cc(S(=O)(=O)N3CCCCC3)ccc21)N1CCc2ccccc2C1	3	1	117	1	0.8	12[fluorescence artefact?]	5	-2	/
3	Cc1cc(=O)n(-c2ccc3ccccc3n2)[nH]1	-2	26[fluorescence artefact?]	106[fluorescence artefact?]	1	2.3*	14	-29	-3	1.3
4	COc1ccc(CC(NC(C)=O)C(=O)NC2CCN(C(=O)Nc3ccccc3Cl)CC2)cc1OC (stereo unspecified)	0	6[fluorescence artefact?]	107	2	1.1	6[fluorescence artefact?]	-21	-5	1.1
5	CCOC(=O)c1cnn(-c2nc(-c3ccc(C)cc3)cs2)c1C(F)(F)F	-2	/	/	-3	0.9	/	-10	-5	/
6	Cc1cccc(NC(=O)c2cc(NC(=O)c3ccco3)ccc2N2CCCCC2)c1	5	-6	102	109	0.9	3	2	0	1.1
7	CCOC(=O)C1CCN(C(c2cccc(OC)c2)c2sc3nc(C)nn3c2O)CC1 (stereo unspecified)	/	-2	100	-1	1.4	-1	-5	-2	1.1
8	Nc1nonc1-c1noc(CCCOc2ccc(Cl)cc2Cl)n1	/	-1	112	0	0.8	-2	-4	-17	1.1
9	CCN1CCN(c2cc(C)c3cc(NC(=O)c4ccc(Br)o4)ccc3n2)CC1	8	-18[fluorescence artefact?]	93[fluorescence artefact?]	-4	1.5	21	-4	16	1.3
10	CC(CNCc1ccc2c(c1)OCO2)NCc1ccc2c(c1)OCO2 (stereo unspecified)	-2	3	118[fluorescence artefact?]	-4	1.2	-11	2	9	1.1
11	CC(C)c1ccc(C2CC(=O)N3CN(C)CSC3=C2C#N)cc1 (stereo unspecified)	-2	-3	73	8	0.9	-9	-2	0	1.1
12	NC(=O)c1cc(Br)cc2c3c([nH]c12)CCCC3	16	-2	90[fluorescence artefact?]	0	0.9	-1[fluorescence artefact?]	4	-4	1

# Overlap with the part before: 2 compounds, then new ones.
no.	Molecule	FAK blocker	ERa SRC1 inh	ERa SRC1 pot	CD11b adhes enh	PLAP act	ERb SRC1 inh	Mac1 fbg inh	E coli WT exp	MT1-MMP txn act
11	CC(C)c1ccc(C2CC(=O)N3CN(C)CSC3=C2C#N)cc1 (stereo unspecified)	-2	-3	73	8	0.9	-9	-2	0	1.1
12	NC(=O)c1cc(Br)cc2c3c([nH]c12)CCCC3	16	-2	90[fluorescence artefact?]	0	0.9	-1[fluorescence artefact?]	4	-4	1
13	O=C(NCc1cccs1)c1cccc(Nc2nc3ccc(Br)cc3[nH]2)c1	4	/	/	-2	1.3	/	18	10	/
14	CCOC(=O)c1c(NC(=O)CSc2nnc(CNc3ccc(F)cc3)o2)sc(C)c1C	0	-9[fluorescence artefact?]	129	4	1.6	-8	4	-14	1
15	Cc1c(C(=O)N2CC(C)OC(C)C2)oc2ccccc12 (stereo unspecified)	/	3	117	2	1.2	4	-1	-4	1
16	COc1cc(NC(=O)c2cccs2)c(OC)cc1NC(=O)CCn1nnc2ccccc21	-1	-1[fluorescence artefact?]	112[fluorescence artefact?]	-5	1	51*[fluorescence artefact?]	1	0	1.1
17	CCCCCn1c(=O)[nH]c2cc(C(=O)NCCCN3CCC(C)CC3)ccc2c1=O	5	7[fluorescence artefact?]	92	-2	1.5	-6[fluorescence artefact?]	-15	11	0.9
18	CCCCN(C(=O)CCC(=O)O)C1CC(=O)N(c2ccc(OCCC)cc2)C1=O (stereo unspecified)	-1	-10	105	6	1.1	-14	-21	-1	1
19	Cc1cc(C(=O)N/N=C/c2ccccc2Br)no1	2	/	/	-2	1.2	/	-9	-2	/
20	CC(=O)C(Sc1nc(-c2ccco2)nc2c1c(=O)n(C)c(=O)n2C)C(=O)N(C)C (stereo unspecified)	/	-42	110	/	/	-10	/	/	1.3
21	O=C(CSCC(=O)N1CCCCC1)Nc1nc(-c2cccs2)cs1	-3	0	108	-3	1	-1	31	-7	1.3
22	Cc1cc2c(ncn2Cc2ccccc2)c(NS(C)(=O)=O)c1C	1	/	/	-4	1.2	/	8	1	/
23	CCOC(=O)c1c(C)[nH]c(C(=O)COc2ccc3c(c2)OCO3)c1C	/	1	91	-5	0.8	17	13	1	1.2
24	CCOC(=O)c1nnn(-c2nonc2N)c1-c1cccc2ccccc12	0	-1	117	3	0.8	-5	-13	-2	1

# Grouped by structure, those above with a Cl atom
no.	Molecule	FAK blocker	ERa SRC1 inh	ERa SRC1 pot	CD11b adhes enh	PLAP act	ERb SRC1 inh	Mac1 fbg inh	E coli WT exp	MT1-MMP txn act
4	COc1ccc(CC(NC(C)=O)C(=O)NC2CCN(C(=O)Nc3ccccc3Cl)CC2)cc1OC (stereo unspecified)	0	6[fluorescence artefact?]	107	2	1.1	6[fluorescence artefact?]	-21	-5	1.1
8	Nc1nonc1-c1noc(CCCOc2ccc(Cl)cc2Cl)n1	/	-1	112	0	0.8	-2	-4	-17	1.1

# New compounds follow
no.	Molecule	FAK blocker	ERa SRC1 inh	ERa SRC1 pot	CD11b adhes enh	PLAP act	ERb SRC1 inh	Mac1 fbg inh	E coli WT exp	MT1-MMP txn act
25	CC1(C)CC(=O)C=C(NCCO)C1	-2	-4	107	2	1.2	-7	1	1	1
26	CCOC(=O)c1oc2ccccc2c1NC(=O)COc1ccc(F)cc1	-3	8	116	-5	1	12[fluorescence artefact?]	-4	1	1.3
27	CC(Oc1ccc(Cl)cc1Cl)C(=O)Nc1ccc2oc(-c3ccncc3)nc2c1 (stereo unspecified)	2	26[fluorescence artefact?]	327*	-8	1.1	41[fluorescence artefact?]	98	-2	1
28	NC(=O)CSc1nc2ccccc2n1-c1ccccc1	-2	5	102	/	/	1	/	/	1.2
29	Cc1ccc2occ(CN3CCN(c4ccccc4)CC3)c(=O)c2c1	2	/	/	10	1.4	/	-1	6	1.1
30	Cc1ccc(SCCC(=O)OCC(=O)Nc2ncc(Cl)cc2Cl)cc1	1	13	57	1	1.2	9	6	-6	1
31	CC(C)CC(C(=O)Nc1oc(-c2ccco2)c(-c2ccco2)c1C#N)N1C(=O)c2ccccc2C1=O (stereo unspecified)	-3	15	107[fluorescence artefact?]	1	1.3	21	7	-3	1.1
32	O=C(CN1CCOCC1)OCCCC1CCCCC1	-2	-7	119	/	1.1	-4	/	4	1.1
33	Cc1c(Cl)cccc1NC(=O)CN1CCC(C(O)(c2ccccc2)c2ccccc2)CC1	3	/	/	4	1.4	/	0	-10	/
34	CC1CCC(NC(=O)CN2C(=O)C3CCCN3c3ncc(Cl)cc32)CC1 (stereo unspecified)	0	/	/	76	1.4	/	2	0	1
35	CCOC(=O)C(NS(=O)(=O)c1ccccc1)(C(F)(F)F)P(=O)(OC(C)C)OC(C)C (stereo unspecified)	-2	/	/	1	1.2	/	0	-10	/
36	Cc1csc(=NC(=O)c2ccccc2)n1Cc1ccco1	-5	13[fluorescence artefact?]	109	1	0.8	12	-3	-1	1.3
37	COc1cccc(COc2nc3c(c(=O)n(C)c(=O)n3C)n2C)c1	0	-4	109[fluorescence artefact?]	0	1	-4	-8	-1	1
38	CCCSc1nc2c(cnn2-c2ccc(C)cc2)c(=O)[nH]1	23*	6[fluorescence artefact?]	298*[fluorescence artefact?]	11	1.2	37[fluorescence artefact?]	0	-12	1.1
39	COCCNC(=O)C1CC(=O)N(C2CCCCC2)C1 (stereo unspecified)	-3	-9	127	5	1	-12	-6	2	1.2
40	Cc1cc(C)c2oc(=O)cc(CN3CCOCC3)c2c1	6	1	117	/	/	5	/	/	0.9
41	CCOC(=O)c1sc2nc(C)n(CC(=O)NCC3CCCO3)c(=O)c2c1C (stereo unspecified)	-2	-3	120	/	1.1	0	/	-3	1.1
42	Cc1cccc(N2CCN(C(=O)Cn3c(=O)[nH]c4ccsc4c3=O)CC2C)c1 (stereo unspecified)	0	3	98	0	1	-7	-12	3	0.8
43	CCN1CCCC1CNC(=O)c1cc2c(-c3ccc(Cl)cc3)nn(C)c2s1 (stereo unspecified)	4	24	59	5	1.7	-2	1	11	1
44	CCN(CC)c1ccc(NC(=O)C(C)C)cc1	/	-8	108	-1	0.8	-17	-15	-12	1.3
45	COc1cccc(N2CCN(C(=O)CN(C)S(=O)(=O)c3ccc4c(c3)CCC(=O)N4)CC2)c1	0	-11	135[fluorescence artefact?]	-4	1.6	-4	25	-2	0.9
46	Cc1noc(NS(=O)(=O)c2ccc(NC(=O)c3cnc4scc(C)n4c3=O)cc2)c1C	/	-4	88	-2	1.1	0	-10	-4	1.1
47	CCC(CC)NC(=O)c1n[nH]c(=O)c2ccccc12	-2	3	96	-3	0.9	8	6	-8	1.2
48	Cc1ccc(-n2c(C)cc(/C=N/NC(=O)CC3(C)OCCO3)c2C)c(C)c1	0	-6	107	/	/	-1	/	/	1.2

# Profiles from above. Order of screens: FAK blocker, ERa SRC1 inh, ERa SRC1 pot, CD11b adhes enh, PLAP act, ERb SRC1 inh, Mac1 fbg inh, E coli WT exp, MT1-MMP txn act
# Shown for COc1cccc(N2CCN(C(=O)CN(C)S(=O)(=O)c3ccc4c(c3)CCC(=O)N4)CC2)c1 = 0, -11, 135[fluorescence artefact?], -4, 1.6, -4, 25, -2, 0.9
# Shown for COc1cccc(COc2nc3c(c(=O)n(C)c(=O)n3C)n2C)c1 = 0, -4, 109[fluorescence artefact?], 0, 1, -4, -8, -1, 1
# Shown for CCC(CC)NC(=O)c1n[nH]c(=O)c2ccccc12 = -2, 3, 96, -3, 0.9, 8, 6, -8, 1.2
# Shown for CCCSc1nc2c(cnn2-c2ccc(C)cc2)c(=O)[nH]1 = 23*, 6[fluorescence artefact?], 298*[fluorescence artefact?], 11, 1.2, 37[fluorescence artefact?], 0, -12, 1.1

# Other entries
no.	Molecule	FAK blocker	ERa SRC1 inh	ERa SRC1 pot	CD11b adhes enh	PLAP act	ERb SRC1 inh	Mac1 fbg inh	E coli WT exp	MT1-MMP txn act
49	CCCCS(=O)(=O)c1sc2nc3c(cc2c1N)CCCC3	7	-1	122	5	0.9	3	-7	1	1.2
50	Cc1csc(NC(=O)c2c(O)c3c(n(CC(C)C)c2=O)CCCC3)n1	0	-9	96	1	1.2	-1	11	-12	0.9
51	CCOC(=O)c1sc(=NC(=O)c2ccc(OC)c(OC)c2)n(C)c1C	-8	-54[fluorescence artefact?]	429*[fluorescence artefact?]	47	1.1	29[fluorescence artefact?]	7	-5	1.2
52	O=C1C2ON(c3ccccc3)C(c3ccncc3)C2C(=O)N1c1ccc(Br)cc1 (stereo unspecified)	-5	-2	111	-4	1.4	-5[fluorescence artefact?]	0	-11	1.1
53	CCOC(=O)C(C)N1C(=O)S/C(=C/c2cc(C)n(-c3ccccn3)c2C)C1=O (stereo unspecified)	0	2[fluorescence artefact?]	98	-4	1.6	-2	10	-11	/
54	CCOc1ccc(-n2cnnn2)cc1S(=O)(=O)NCCc1ccc(OC)c(OC)c1	1	-8	118[fluorescence artefact?]	4	0.9	-5	-29	3	1
55	COc1ccc(CCNC(=O)c2cc3sc(Cl)cc3n2C)cc1OC	4	-2	101	0	1.9	-8	-20	0	1.1
56	Brc1ccc2c(c1)OCCOCCOc1cc(Br)ccc1OCCOCCOCCO2	4	/	/	0	1.4	/	11	-15	/
57	CCCCNC(=S)NCCN1CCCCC1	1	-4	101[fluorescence artefact?]	/	/	-4	/	/	1.1
58	O=C(O)CCCCCNC(=O)c1ccccc1Br	-1	-5	101[fluorescence artefact?]	/	0.9	1[fluorescence artefact?]	/	7	1.2
59	COc1ccc(S(=O)(=O)NC(C)C(=O)Nc2ccccc2F)cc1 (stereo unspecified)	/	1	110	-3	0.9	2	-2	-12	1.1
60	Cc1nc2sccn2c1-c1csc(NCc2ccccc2)n1	10	3	81	-9	1.1	-2	109*	-9	1.3
61	COCCn1c(=O)[nH]c2cc(C(=O)NCc3ccccc3)ccc2c1=O	0	-2	102	0	0.9	-13	-2	-2	0.9
